FUS yeast rescue = qHTS for Suppressors of FUS Proteinopathy: Primary screen using FUS-linked yeast assay; Potency, µM (titrated, usually from 76.6 µM), for inactives: top-dose growth rescue (activation), actives largely listed as activators; hit rate 0.24% among 390,000; S. cerevisiae FUS-expressing, growth rescue, OD600, 24 h;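 also: plate controls were DMSO vehicle for no effect and reference control for full effect; nearly all actives have a fitted effect of over 55% in size; some results filed as inactive show a strong effect at the top dose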
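Compound concentration series was pinned onto galactose-induced FUS-expressing yeast seeded at OD 0.005. Plates sat 24hr at 30C; absorbance at 600 nm gave growth. DMSO served as background control.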
PTHR1 ag = qHTS for PTHR1 Agonists: Primary Screen; hit rate 0.075% among 410,000; Potency, µM (doses to about 115 µM), without a hit: top-dose activation, actives largely listed as activators; Parathyroid hormone/parathyroid hormone-related peptide receptor (Homo sapiens), Q03431; HEK293 GP2 PTHR1 cells, GloSensor cAMP luminescence, 1 h; also: nearly all actives have a fitted effect of over 55% in size; some results filed as inactive show a strong effect at the top dose; inactives centre near -15; many of its hits are not listed in these tables
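HEK-293-derived GP2 cells expressing PTHR1 and a GloSensor cAMP reporter, 3,000/well, plated overnight, given luciferin plus IBMX (each 0.5 mM as added) for 1 h at 37 °C, then compound for 1 h at 37 °C. Luminescence was read after 15 min at room temperature.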
TDP-43 yeast inh = qHTS of TDP-43 Inhibitors; Potency, µM (doses to about 46.1 µM), inactives show at the top dose growth rescue (activation), most hits filed as activators; hit rate 1.8% among 410,000; TDP-43 expressing yeast growth rescue, BacTiter-Glo, 24 h; also: % of control where 0% means no effect; nearly all actives have a fitted effect of over 50% in size
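Readout is BacTiter-Glo luminescence of cell growth, so inhibitors register as activators. TDP-43-expressing yeast at OD600=0.02 in galactose medium, after raffinose pregrowth to mid-log, were incubated with compound for 24 hr at 30 deg C.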
EPAC2 antag = qHTS for Antagonist of cAMP-regulated guanine nucleotide exchange factor 2 (EPAC2): primary screen; Potency, µM (doses to about 114 µM), without a hit: at the top dose activity, negative = inhibition, hits mostly inhibitors; Rap guanine nucleotide exchange factor 4 (Homo sapiens), Q8WZA2; hit rate 0.18% among 360,000; EPAC2 GEF exchange of Rap1B-BODIPY-GDP, fluorescence; AID 720708, 2013; also: % is scaled to controls: 0 for no effect and ±100 for the full control effect; nearly all actives have a fitted effect of over 45% in size; many of its hits are not listed in these tables
Target sequence (Q8WZA2 whole entry, looked up): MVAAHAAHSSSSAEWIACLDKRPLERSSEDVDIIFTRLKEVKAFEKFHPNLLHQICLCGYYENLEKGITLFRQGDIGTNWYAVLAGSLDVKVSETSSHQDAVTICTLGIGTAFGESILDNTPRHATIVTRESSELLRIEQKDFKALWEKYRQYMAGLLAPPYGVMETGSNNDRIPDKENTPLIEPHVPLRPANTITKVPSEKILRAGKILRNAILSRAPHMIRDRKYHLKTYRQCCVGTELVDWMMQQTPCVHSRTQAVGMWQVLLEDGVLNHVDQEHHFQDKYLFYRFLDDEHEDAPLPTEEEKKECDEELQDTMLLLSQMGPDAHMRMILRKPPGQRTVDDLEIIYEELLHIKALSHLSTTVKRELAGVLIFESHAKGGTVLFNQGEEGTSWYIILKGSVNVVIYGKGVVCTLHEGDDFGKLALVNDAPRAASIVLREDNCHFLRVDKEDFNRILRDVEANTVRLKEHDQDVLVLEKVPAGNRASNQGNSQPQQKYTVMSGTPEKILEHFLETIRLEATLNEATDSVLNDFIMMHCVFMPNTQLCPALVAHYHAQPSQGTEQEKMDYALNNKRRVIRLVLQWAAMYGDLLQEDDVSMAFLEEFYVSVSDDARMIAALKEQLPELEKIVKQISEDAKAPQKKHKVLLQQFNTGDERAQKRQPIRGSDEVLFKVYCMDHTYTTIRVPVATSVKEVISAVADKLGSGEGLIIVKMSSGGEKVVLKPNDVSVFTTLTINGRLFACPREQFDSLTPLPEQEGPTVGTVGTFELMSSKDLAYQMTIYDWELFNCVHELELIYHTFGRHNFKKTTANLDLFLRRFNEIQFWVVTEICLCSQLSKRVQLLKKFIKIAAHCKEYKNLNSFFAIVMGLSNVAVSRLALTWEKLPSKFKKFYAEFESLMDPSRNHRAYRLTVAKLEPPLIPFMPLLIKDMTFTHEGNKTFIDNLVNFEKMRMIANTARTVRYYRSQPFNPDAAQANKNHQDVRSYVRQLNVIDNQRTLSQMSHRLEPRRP
aSyn rescue = qHTS of alpha-syn Inhibitors | Yeast expressing alpha-synuclein, growth rescue, BacTiter-Glo, 24 h | Potency, µM (titrated, usually from 46.1 µM), inactives show at the top dose growth rescue (activation), most hits filed as activators | hit rate 0.14% among 370,000 | AID 652106, 2013; also: % of control where 0% means no effect; nearly all actives have a fitted effect of over 65% in size
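Rescue of yeast growth: cells expressing toxic alpha-synuclein, induced in galactose at OD600 0.02, incubated with compound 24 h at 30 C. ATP luminescence quantified growth; inhibitors of toxicity appear as activators.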
EPAC2 ag = qHTS for Agonist of cAMP-regulated guanine nucleotide exchange factor 4 (EPAC2): primary screen; Rap guanine nucleotide exchange factor 4 (Homo sapiens), Q8WZA2; EPAC2 activation, biochemical qHTS; response scale: 100% = 6.5 mM cAMP response; Potency, µM (series often up to 154 µM), without a hit: at the highest dose activation, most hits filed as activators; hit rate 0.079% among 360,000; AID 720711, 2013; also: nearly all actives have a fitted effect of over 50% in size
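Each well held 100 nM EPAC2, 250 nM RAP1B-BODIPY-GDP and 50 uM GDP. Fluorescence, read at 5-min intervals to 30 min, was referenced to a 6.5 mM cAMP positive control.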
EPAC1 antag = qHTS for Antagonist of cAMP-regulated guanine nucleotide exchange factor 3 (EPAC1): primary screen; Rap guanine nucleotide exchange factor 3 (Homo sapiens), O95398; EPAC1 GEF assay, Rap1b-BODIPY-GDP exchange fluorescence; Potency, µM (top dose mostly 115 µM), without a hit: at the top dose activity change, negative = inhibition, hits mostly inhibitors; hit rate 0.14% among 360,000; AID 720709, 2013;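 also: plate controls were vehicle for no effect and positive control for full effect; nearly all actives have a fitted effect of over 50% in size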
EPAC1 ag = qHTS for Agonist of cAMP-regulated guanine nucleotide exchange factor 3 (EPAC1): primary screen | Potency, µM (doses to about 154 µM), for the others: top-dose activation, usual class: activators | EPAC1 agonist qHTS, biochemical assay; response scale: 100% = response to 6.5 mM cAMP | AID 720707, 2013 | Rap guanine nucleotide exchange factor 3 (Homo sapiens), O95398 | hit rate 0.073% among 360,000; also: nearly all actives have a fitted effect of over 60% in size
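Fluorescent GDP-exchange assay: 100 nM EPAC1 with 250 nM Rap1B preloaded with BODIPY-GDP and 50 uM GDP; compounds tested as concentration series, 5 min at room temperature, then read every 5 min for 30 min (ex 480/em 540 nm); normalized to 6.5 mM cAMP.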
* marks the source's active call; other numbers are inactive results; i = inactive; ? = inconclusive; / = not tested or not shown; [ ] = dose if it differs, or a comment. Calls follow the shape of the dose curve; as a rule, active = well fitted curve in the direction sought with a large enough effect; inconclusive = small, poorly fitted or top-dose-only effect, or another doubt; inactive = no such curve, though single readings can be large; an effect the other way counts as inactive or inconclusive. Potency is read from the fitted curve at half-maximal effect.

The first three records (preview)
SMILES | FUS yeast rescue | PTHR1 ag | TDP-43 yeast inh | EPAC2 antag | aSyn rescue | EPAC2 ag | EPAC1 antag | EPAC1 ag
Cc1ccc(C(=O)N/N=C2\SCC(=O)N2c2cc(C)ccc2C)cc1 | 7% | -63%[inhibitor][57.5 µM] | ? | 11% | 6% | -14% | -2% | -6%
COc1ccc(-n2c(C)cc(C(=O)CSc3ccc(NC(C)=O)cc3)c2C)cc1 | 25% | -44%[inhibitor] | 8% | -6% | 16% | 6% | -19% | 17%
O=C(O)CCN1/C(=C/C=Nc2ccccc2)Oc2ccccc21 | 3% | i | 13% | 6% | -13% | 0% | 14% | 3%

All compounds of this part, previewed entries included:
SMILES | FUS yeast rescue | PTHR1 ag | TDP-43 yeast inh | EPAC2 antag | aSyn rescue | EPAC2 ag | EPAC1 antag | EPAC1 ag
Cc1ccc(C(=O)N/N=C2\SCC(=O)N2c2cc(C)ccc2C)cc1 | 7% | -63%[inhibitor][57.5 µM] | ? | 11% | 6% | -14% | -2% | -6%
COc1ccc(-n2c(C)cc(C(=O)CSc3ccc(NC(C)=O)cc3)c2C)cc1 | 25% | -44%[inhibitor] | 8% | -6% | 16% | 6% | -19% | 17%
O=C(O)CCN1/C(=C/C=Nc2ccccc2)Oc2ccccc21 | 3% | i | 13% | 6% | -13% | 0% | 14% | 3%
CNC(=S)N(Cc1ccc(OC)cc1)Cc1cc2cccc(C)c2[nH]c1=O | -4% | -18% | -6% | -9% | 0% | 9% | -23% | -13%
O=C(NCCN1CCOCC1)c1ccc(CS(=O)(=O)c2ccc(Br)cc2)o1 | -15% | -4% | 3% | 0% | -1% | 9% | -7% | 3%
C/C=C/C(=O)Nc1ccc(N2CCN(c3ccc(C(F)(F)F)cn3)CC2)nc1 | -4% | -4% | 5% | 11% | 2% | 4% | 2% | 7%
O=C(CSc1ccncc1)Nc1ccc2ccccc2c1 | 25% | -19% | 4% | -7% | 3% | 3% | -15% | -4%
CCOc1cc(C(=O)NCC(C)CN(C)C)cc(OCC)c1OCC (configuration not stated) | 16% | -3%[57.5 µM] | -14% | -6% | -7% | 10% | -13% | 6%
CC(C)NC(=S)N1CCN(C(c2ccccc2)c2ccccc2)CC1 | 14% | -15% | -5% | 2% | 2% | 9% | -8% | 5%
CCc1cccc(C)c1NC(=S)NCc1ccc2[nH]c(C)cc2c1 | 38% | -4% | 12% | -8% | 1% | -1% | ? | -20%
CCN(C(=O)CSC1=Nc2ccccc2C2CC=NN12)C1CCS(=O)(=O)C1 (configuration not stated) | 4% | -12% | ? | 10% | 0% | 14% | -9% | 9%
O=S(=O)(c1ccc2c(c1)CCCC2)N1CCNCC1 | 4% | i | 4% | -12% | -6%[1.84 µM] | 11% | 9% | -1%
CCOC(=O)Cc1csc(NC(=O)c2cccc(Cl)c2)n1 | 10% | -27% | ? | 2% | 0% | 3% | -14% | -5%
O=C(Nc1cccc(Cl)c1Cl)c1snnc1-c1ccccc1 | -12% | -5% | 15% | -3% | 3% | 23% | 1% | 2%
Cc1nnc(NC(=O)CSc2nc3ccccc3[nH]2)s1 | 6% | i | 1% | -5% | 0% | 0% | -14% | -5%
Cc1nc2cc(NC(=O)NC3CC3)ccc2n1C | -7% | i | 10%[9.22 µM] | -3% | -5% | 8% | 10% | 4%
Cc1cc(C)c(S(=O)(=O)NCc2ccncc2)c(C)c1 | 5% | -35% | -2% | 14% | -6% | -2% | 9% | -12%
CC[C@]12c3[nH]c4cc(-c5ccco5)ccc4c3CCN1C(=O)[C@@H](CC(=O)NC(C)(C)C)C[C@@H]2C(=O)N1CCN(C(=O)C2CC2)CC1 | 39% | -21% | 21% | -9% | 5% | 3% | 4% | -15%
Cn1c(=N)n(CC(=O)c2cccs2)c2ccccc21 | -2% | -15%[57.5 µM] | -6% | 0% | 4% | 0% | 3% | 12%
N#Cc1cccc(NC(=O)c2cc(C3CCCCN3C(=O)c3ccc4c(c3)CCO4)on2)c1 (configuration not stated) | ? | i | 14% | -28% | 3% | 2% | -10% | 6%
COc1ccc(S(=O)(=O)N2CCN(C(=O)CC(C)C)CC2)cc1 | 2% | i | -9% | 3% | -11% | 6% | 4% | 3%
Cc1ccc2[nH]c(C(=O)N/N=C/c3ccc([N+](=O)[O-])cc3)c(C)c2c1 | 0% | i | 20% | -5% | -2% | -2% | -9% | -1%
CCCCN(C(=O)c1cccc(-n2cnnn2)c1)c1c(N)n(CC(C)C)c(=O)[nH]c1=O | -8% | i | 11% | 15% | -2% | 13% | -23% | 9%
O=C(Cn1nnc(-c2ccccc2NC(=O)c2ccccc2F)n1)NC1CCCC1 | -1% | -2% | -22% | -14% | -8% | 5% | 19% | 17%
Cc1ccc2cccc(Oc3ncnc4scc(-c5ccc(Cl)cc5)c34)c2n1 | / | -46%[inhibitor] | ? | -2% | 6% | 1% | -1% | 23%
CC(C)c1nc(SCC(=O)Nc2cccc3ccccc23)n[nH]1 | 5% | i | 21% | 6% | 11% | 8% | -9% | -1%
C[C@H]1CCC(=O)N(CCSc2ccc(Br)cc2)CC1 | 10% | -87%[inhibitor] | ? | -21% | ? | 2% | 1% | -4%
COc1cccc(-c2c(C(=O)N/N=C/c3cccs3)nnn2-c2nonc2N)c1 | 8% | i | 0% | -5% | 1% | 8% | -2% | 4%
COc1ccc2c(c1OC)C(=O)N(c1cccc(C(F)(F)F)c1)C2 | 10% | -13%[57.5 µM] | 11% | -4% | -21% | 6% | -19% | 7%
O=C(/C=C/Nc1cccc(O)c1)c1ccccc1 | 22% | -27%[57.5 µM] | -2% | -12% | 0% | 15% | -23% | 15%
COCC(=O)N(Cc1cc2ccccc2[nH]c1=O)c1ccccc1OC | 10% | i | -7% | 8% | -3% | 2% | 14% | -2%
CCOC(=O)c1ccc(N2C(=O)C3C(C2=O)C(C(=O)c2ccc(Cl)cc2)N2CCCC32)cc1 (configuration not stated) | 13µM* | -43%[inhibitor] | -1% | 25% | 3% | 10% | 13% | 6%
COc1ccc(C(=O)NCC(=O)N2CCNC(=O)C2)cc1OC | -8% | i | -6% | -17% | -1% | 11% | -25% | 8%
CCN(CC)S(=O)(=O)c1ccc(N2CCN(C)CC2)c(NC(=O)CN2C(=O)NC3(CCCCC3)C2=O)c1 | -1% | i | 3% | -7% | -10% | 1% | -4% | 5%
O=C(CN(CC1CCCO1)C(=O)c1nsc(Cl)c1Cl)NC1CCCC1 (configuration not stated) | 13% | i | 4% | -19% | 0% | 7% | -2% | 13%
COc1ccc(C2C(C#N)=C(N)Oc3cc(O)ccc32)cc1Cl (configuration not stated) | -16% | -14% | -8% | ? | 3% | 15% | ? | 12%
CC1CCCC(N2CCN(S(=O)(=O)c3ccccc3)CC2)C1 (configuration not stated) | -14% | -32%[inhibitor] | 7% | -5% | 0% | 1% | -11% | -5%
COC(=O)C(Cc1ccccc1)NC(=O)CSc1nc(N)cc(=O)[nH]1 (configuration not stated) | 12% | i | 15% | 8% | -15% | 12% | 5% | -4%
CC1CCCCC12NC(=O)N(CC(=O)Nc1ccc(S(=O)(=O)Nc3ncccn3)cc1)C2=O (configuration not stated) | 3% | i | -7% | 1% | -3% | 10% | 5% | -2%
COCCN(C(=O)c1ccc(C#N)cc1)c1c(N)n(Cc2ccccc2)c(=O)[nH]c1=O | -22% | i | 9% | 18% | -2% | 1% | -3% | -12%
O=C(NCc1cccs1)C(=O)NCC(c1ccco1)N1CCN(c2ccc(F)cc2)CC1 (configuration not stated) | 1% | -30% | -10% | -5% | 7% | 11% | 1% | 4%
Cc1ccc(S(=O)(=O)N2C[C@H]3N(C(=O)OC(C)C)N(C(=O)OC(C)C)C[C@H](OC(=O)Nc4c(C)noc4C)[C@@]3(O)C2)cc1 | 16% | -6% | 0% | -1% | 4% | 24% | -20% | -21%
Cc1cccc(N2CCN(C(=O)CSc3nnnn3C3CC3)CC2)c1C | 21% | -30%[inhibitor] | ? | -16% | 4% | 13% | -5% | 7%
CN1CCN(C(=O)C2=C[C@H](C3CCCCC3)C[C@H](OCc3ccc(CO)cc3)O2)CC1 | 1% | 11% | -7% | 11% | 0% | 12% | -14% | -3%
Cc1cccc(NC(=O)CNC(=O)COC(=O)c2ccc(C(C)(C)C)cc2)c1C | / | -36% | 2% | -3% | 3% | -11% | 10% | -18%
Clc1cccc(Cl)c1OCCCCN1CCCCC1 | -19% | -37%[inhibitor] | 4% | -4% | 4% | 1% | -4% | 10%
CCn1c(SCC(=O)Nc2ccccc2F)nnc1-c1ccoc1C | -17% | i | 13% | -5% | -1% | 2% | -22% | -7%
CCC(CO)Oc1cc(NCc2ccccc2F)c2ncn(C(C)C)c2c1 (configuration not stated) | 26% | -6% | -2% | 6% | -9% | 5% | -28% | -1%
COCc1cc(=O)[nH]c(/N=C(\N)Nc2ccc(C)cc2C)n1 | -1% | -6% | -14% | -21% | -1% | -2% | -4% | -6%
CC1CCc2nc(NC(=O)CSc3nc4ccccc4o3)sc2C1 (configuration not stated) | -3% | -17%[57.5 µM] | 10% | 7% | -1% | -8% | 6% | -4%
COCCNc1cc(C)nc2c3c(C)cc(C)nc3nn12 | 15% | -3% | 13% | 4% | 5% | -11% | 3% | -8%
C=C1C(=O)C2=CC1CCC(=O)C1(C)CCC(OC(C)=O)C(C)(C)C1CC2O (configuration not stated) | / | -22% | 4% | 0% | ? | 3% | -1% | 6%
Cc1ccnc(SCC(=O)Nc2sc3c(c2C#N)CCC(C(C)(C)C)C3)n1 (configuration not stated) | 3% | i | 9% | -7%[57.1 µM] | 2% | -5% | 14% | 3%
CC(=O)c1cccc(-c2cnc3c(NC=O)cc(-c4ccc(F)cc4)cn23)c1 | ? | -11% | -3% | 20% | 1% | 8% | -9% | -2%
CC(=O)Nc1ccc(NC(=O)CSc2ccc(-c3cccs3)nn2)cc1 | 2% | -16% | -12% | 11% | -8% | 5% | 1% | -4%

Bioassay records: PubChem, National Center for Advancing Translational Sciences (NCATS)

The list is partial. The share of hits here may be higher or lower than overall.
